IL2 activator – activates IL-2 in a cell-based reporter assay | IL-2 activation reporter assay, cell-based qHTS; stimulated with anti-CD3/CD4/CD28 beads; in transgenic mouse T cells | activation, % (series mostly up to about 46 µM) | actives 0.065% (n = 360,000) | AID 652025; in the data active = activation above about 50%; inconclusive = mostly about 30% to 49%; note: 0% is about no effect
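First, unstimulated transgenic mouse T cells were exposed to compound for 60 min. Next, anti-CD3/anti-CD4-coated beads with anti-CD28 were added. Finally, after 18 h at 37 degrees C, EGFP and DsRed were imaged.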
EPAC1 antagonist – blocks human EPAC1 exchange factor; O95398; EPAC1 GEF assay, Rap1b-BODIPY-GDP exchange fluorescence; Potency, µM (doses to about 115 µM), inactives show at the top dose activity change, negative = inhibition, most hits filed as inhibitors; actives 0.14% (n = 360,000);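 note: potency is the fitted concentration of half-maximal effect; plate controls were vehicle for no effect and positive control for full effect; nearly all actives have a fitted effect of over 50% in size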
EPAC1 agonist – EPAC1 (human) agonism | actives 0.073% (n = 360,000) | EPAC1 agonist qHTS, biochemical assay; response scale: 100% = response to 6.5 mM cAMP | O95398 | Potency, µM (top dose mostly 154 µM), for inactives: at the highest dose activation, usual class: activators; note: potency is the fitted concentration of half-maximal effect; nearly all actives have a fitted effect of over 60% in size
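EPAC1 100 nM, Rap1B–BODIPY-GDP 250 nM, unlabeled GDP 50 uM; compound titration; 5 min RT; kinetic read ex480/em540 at 5-min intervals ×30 min; data normalized to 6.5 mM cAMP agonist control.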
WRN inhibitor – blocks human WRN helicase. Q14191. WRN helicase unwinding, fluorescent forked duplex, kinetic. Potency, µM (series often up to 114 µM), without a hit: at the top dose activity change, negative = inhibition, actives largely listed as inhibitors. actives 0.46% (n = 360,000); note: potency is the fitted concentration of half-maximal effect; % is set by controls: 0 for no effect and ±100 for the full control effect; nearly all actives have a fitted effect of over 55% in size
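Kinetic red-fluorescence monitoring (525/598 nm) tracks WRN helicase activity after 100 nM fluorophore-quencher forked duplex and 2 mM ATP are added to 20 nM enzyme pretreated 15 min at room temperature with compound.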
PLK1 PBD inh – inhibitors of human PLK1 polo-box domain binding. Plk1 PBD binding of FITC phosphopeptide, fluorescence polarization. Potency, µM, inactives show max response, negative = inhibition, hits mostly inhibitors. actives 2.8% (n = 360,000). P53350; note: potency is the fitted concentration of half-maximal effect; series mostly up to about 57 µM; % is set by controls: 0 for no effect and ±100 for the full control effect; nearly all actives have a fitted effect of over 65% in size
Target sequence (P53350 whole entry, looked up, the tested form may be a part): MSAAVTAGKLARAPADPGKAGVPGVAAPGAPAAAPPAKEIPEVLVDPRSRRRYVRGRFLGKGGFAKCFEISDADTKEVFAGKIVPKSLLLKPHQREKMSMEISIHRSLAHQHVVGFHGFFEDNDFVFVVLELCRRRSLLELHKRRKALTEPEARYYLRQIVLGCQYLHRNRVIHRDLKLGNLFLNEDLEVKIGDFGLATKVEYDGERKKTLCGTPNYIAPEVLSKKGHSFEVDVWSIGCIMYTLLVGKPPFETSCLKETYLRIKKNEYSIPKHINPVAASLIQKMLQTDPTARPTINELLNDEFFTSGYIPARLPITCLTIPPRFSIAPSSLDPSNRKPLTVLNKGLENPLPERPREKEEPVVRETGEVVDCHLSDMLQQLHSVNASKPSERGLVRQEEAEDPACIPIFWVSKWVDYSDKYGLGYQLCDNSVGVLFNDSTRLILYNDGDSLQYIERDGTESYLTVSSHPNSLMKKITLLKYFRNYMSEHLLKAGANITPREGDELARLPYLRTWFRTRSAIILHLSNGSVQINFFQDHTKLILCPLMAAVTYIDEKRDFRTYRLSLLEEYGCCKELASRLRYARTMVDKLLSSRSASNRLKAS
PI5P4Ka inh – inhibitors of human PI5P4K alpha; AID 652105; max response, %; P48426; actives 1.2% (n = 330,000); PI5P4Kalpha enzyme, ADP-Glo luminescence, 60 min; stronger effect = lower value; active = max response of -50% or lower; inconclusive = between -30% and -50%; inactive = -30% or higher; note: value at the top dose of about 77 µM; % is set by controls: 0 for no effect and ±100 for the full control effect
Target sequence (P48426 whole entry, looked up): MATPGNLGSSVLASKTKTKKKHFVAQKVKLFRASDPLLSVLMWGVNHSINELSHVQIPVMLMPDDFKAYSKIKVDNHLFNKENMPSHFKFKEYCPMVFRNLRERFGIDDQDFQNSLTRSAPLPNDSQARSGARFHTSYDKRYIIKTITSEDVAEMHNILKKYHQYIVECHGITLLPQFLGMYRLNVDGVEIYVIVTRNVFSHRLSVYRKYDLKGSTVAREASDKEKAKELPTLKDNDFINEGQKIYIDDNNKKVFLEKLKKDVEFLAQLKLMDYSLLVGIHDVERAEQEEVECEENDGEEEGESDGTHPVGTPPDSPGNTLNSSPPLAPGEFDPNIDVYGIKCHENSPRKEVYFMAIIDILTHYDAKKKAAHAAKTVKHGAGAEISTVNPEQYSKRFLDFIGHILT
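Reactions run in 0.038 M HEPES pH 7.4, 0.28 mM EGTA, 0.1% CHAPS and 5% DMSO, with PI5P4Kalpha, substrate, compound and 5 microM ATP final, one hour at room temperature. Readout is ADP-Glo luminescence.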
FUS yeast rescue – FUS proteinopathy suppression in yeast | S. cerevisiae FUS-expressing, growth rescue, OD600, 24 h | Potency, µM (series often up to 76.6 µM), for the others: at the top dose growth rescue (activation), most hits filed as activators | actives 0.24% (n = 390,000) | AID 1347120;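 note: potency is the fitted concentration of half-maximal effect; plate controls were DMSO vehicle for no effect and reference control for full effect; nearly all actives have a fitted effect of over 55% in size; some results filed as inactive show a strong effect at the top dose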
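Compound concentration series was pinned onto galactose-induced FUS-expressing yeast seeded at OD 0.005. Plates sat 24hr at 30C; absorbance at 600 nm gave growth. DMSO served as background control.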
Abeta yeast res – compounds reversing amyloid beta toxicity in yeast; yeast expressing A-beta42, growth rescue, OD600, 48 h; response scale: 0% DMSO, 100% iron-clioquinol control; Potency, µM (highest dose often 46.1 µM), for inactives: top-dose growth rescue, usual class: activators; actives 0.063% (n = 410,000); AID 1347071; note: potency is the fitted concentration of half-maximal effect; nearly all actives have a fitted effect of over 55% in size
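Growth rescue measured by 600 nm absorbance after 48 h yeast culture at 30 C with compound. Values normalized between DMSO and an equimolar ferric chloride plus clioquinol control.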
aSyn yeast inh – inhibitors of alpha-synuclein toxicity in yeast. Potency, µM (series often up to 46.1 µM), inactives show top-dose growth rescue (activation), usual class: activators. actives 0.14% (n = 370,000). Yeast expressing alpha-synuclein, growth rescue, BacTiter-Glo, 24 h. AID 652106; note: potency is the fitted concentration of half-maximal effect; % of control where 0% means no effect; nearly all actives have a fitted effect of over 65% in size
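Readout is rescue of growth in alpha-synuclein-expressing yeast, so inhibitors of toxicity appear as activators. Growth after 24 hr at 30 deg C in galactose medium is quantified by luminescence.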
* hit, by the source's call; ? = inconclusive; . = not tested or not shown; & = joins results of further samples; [ ] = remark or other dose. Unless noted, calls come from the whole dose curve; as a rule, active = well fitted curve in the direction sought with a large enough effect; inconclusive = small, poorly fitted or top-dose-only effect, or another doubt; inactive = no such curve, though single readings can be large; an effect the other way counts as inactive or inconclusive.

SMILES	IL2 activator	EPAC1 antagonist	EPAC1 agonist	WRN inhibitor	PLK1 PBD inh	PI5P4Ka inh	FUS yeast rescue	Abeta yeast res	aSyn yeast inh
O=C(CSc1nnc(CNC(=O)c2ccccc2F)o1)NC1CCCCC1	-3.7	19%	7%	2%	-7%	-4	-2%	10%	-3%
COc1cc2c(cc1OC)C(COc1ccc([N+](=O)[O-])cc1)N(C(C)=O)CC2 (stereo not drawn)	0.0	2%	0%	-8%	-5%	-3	3%	0%	4%
O=C(CNC(=O)c1ccc(Br)o1)NC1CCCCCC1	3.4	5%	-1%	3%	1%	-3	0%	2%	9%
Cc1ccc(-n2ncc3c(=O)[nH]c(SCC(=O)N4CC(=O)Nc5ccccc54)nc32)cc1	-0.5	-7%	-1%	-26%	-4%	-26	3%	-5%	-1%
Cc1c(NC(=O)Nc2ccccc2)c(=O)n(-c2ccccc2)n1C	-1.7	-11%	13%	5%	-7%	-16	0%	3%	-4%
Cc1cccc(NC(=O)c2ccc(NS(=O)(=O)c3cccc4cccnc34)cc2)c1	14	-9%	1%	2%[57.1 µM]	7%	0	?	3%	-1%
Cc1ccc(S(=O)(=O)N2Cc3ccccc3CC2C(=O)NC(C)(C)C)cc1 (stereo not drawn)	0.1	-21%	8%	6%	-3%	6	-9%	2%	6%
Cn1ccc2c(N(Cc3ccccc3)Cc3ccccc3)cc3c(c21)C1CCC3C1 (stereo not drawn)	1.9	0%	-3%	-14%	-20%	3	25%	3%	-3%
Cc1cccc(NC(=O)c2nc[nH]c2C(=O)N(C)Cc2ccccc2)c1	2.7	-8%	-10%	-6%	2%	4	-1%	6%	2%
CCCCN(CC(=O)Nc1cccc(S(=O)(=O)N2CCCC2)c1)Cc1nc2ccccc2c(=O)[nH]1	-4.2	4%	9%	-8%	-2%	8	?	-2%	-2%
COc1cc(-c2nc(S(=O)(=O)c3ccccc3)c(N3CCOCC3)o2)cc(OC)c1OC	0.2	-3%	12%	-9%	2%	.	8%	17%	6%
c1cncc(C2SCCCS2)c1	-3.7	16%	-18%	-8%	-6%	-2	-7%	5%	-11%
CCOc1ccc(NC(=O)CN(C)C(=O)CCc2nc3ccccc3c(=O)[nH]2)cc1OCC	-3.3	1%	-2%	7%	-10%	2	-1%	-4%	?
Cc1nn(-c2ccccc2)c(Cl)c1/C=C/C(=O)c1ccccc1	-2.6	3%	2%	-8%[57.1 µM]	-6%	11	27%	-6%	-6%
COc1ccc(-c2cc(C(=O)O)c(C)o2)cc1OC	-2.3	4%	-3%	4%	-7%	?	9%	6%	.
O=S(=O)(Nc1ccc(S(=O)(=O)Nc2cccc3ccccc23)cc1)c1ccccc1	-0.8	-26%	14%	-8%	-13%	.	?	4%	3%
CN(Cc1nc(-c2cnccn2)no1)CC(O)c1ccccc1 (stereo not drawn)	-0.3	4%	0%	10%	-7%	2	22%	-7%	-9%
CCN(C(=O)CSc1ncccc1C(=O)Oc1cccc([N+](=O)[O-])c1)c1cccc(C)c1	-0.1	-7%	10%	3%	-2%	-3	.	4%	2%
CSC(=NCc1ccc(F)cc1)NS(=O)(=O)c1cccs1	-0.6	-5%	-4%	-19%	-15%	-4	.	1%	-1%
COc1ccc2[nH]c(C(=O)O)c(CCN3C(=O)c4cccc([N+](=O)[O-])c4C3=O)c2c1	0.7	6%	3%	-10%	-11%	-6	6%	18%	-5%
CC(C)S(=O)(=O)c1nsc2nc(=O)c(/C=C3\C=Nc4ccccc43)c(N)n12	0.8	-15%	-17%	-11%[11.6 µM]	-23%	-79*	-9%	6%	1%
Clc1ccc2c(NCc3cccs3)ncnc2c1	-3.0	-3%	-9%	6%	1%	0	-26%	8%	5%
COc1cc(C(=O)NCCC(=O)NC(C)CCc2ccccc2)cc(OC)c1OC (stereo not drawn)	-3.4	16%	-10%	8%	4%	1	1%	-6%	7%
COc1ccccc1N1CC=C(c2cccc([N+](=O)[O-])c2)NC1=O	1.1	-19%	14%	-1%	-8%	-8	12%	12%	0%
CCOc1cc(C)c(Cl)cc1S(=O)(=O)NCCOC	-3.3	11%	-2%	3%	1%	-7	.	1%	1%
CN(CCc1cnn(C)c1)Cc1cn[nH]c1-c1ccc(-c2ccccc2)cc1	-2.1	-27%	2%	-4%	-11%	-4	15%	-9%	1%
N#C/C(=N\Nc1ccc(S(=O)(=O)N2CCCCCC2)cc1)C(N)=S	0.8	-8%	14%	-20%	15µM*	?	17%	-5%	-7%
Cc1cc(C)c(C#N)c(SCC(=O)Nc2cccc(S(=O)(=O)N3CCCC3)c2)n1	-1.6	27%	-2%	-1%	-10%	-6	11%	8%	2%
CC(C)N1CCCC(C)(C(=O)Nc2ccc3c(c2)OCO3)C1 (stereo not drawn)	-0.4	?	7%	15%[57.1 µM]	-16%	-4	-13%	-14%	-5%
COc1ccc(OC)c(NC(=O)C(CC(C)C)NC(=O)C2CCCCC2)c1 (stereo not drawn)	-2.0	-1%	6%	-11%	-2%	2	26%	0%	2%
CN(Cc1ccccc1F)C(=O)c1ccc(NS(=O)(=O)c2ccc3[nH]c(=O)[nH]c3c2)cc1	0.3	-13%	-5%	-10%	0%	2	.	2%	-1%
COc1ccc(C(C)=O)cc1COC(=O)CCC(=O)c1cccs1	0.0	-17%	6%	-6%	?	1	6%	-1%	4%
Cn1nnnc1SCCNCc1ccccc1OCc1ccc(Cl)cc1	-3.2	11%	11%	6%	-4%	20	10%	-38%	-7%
Cc1ccc(NC(=O)CSc2ccc(-c3ccc(-n4cccn4)cc3)nn2)c(C)c1	-0.6	0%	10%	7%	-4%	-5	3%	8%	-2%
Cc1ccc(C(=O)NCCCNC(=O)c2cccnc2)cc1	0.0	13%	5%	4%	8%	-5	34%	-4%	-3%
CC(C)C(c1nnnn1C1CCCCC1)N1CCN(C(=O)c2ccco2)CC1 (stereo not drawn)	0.2	5%	-3%	1%[57.1 µM]	7%	-5	-18%	-7%	12%
O=C(NNC(=O)c1cc(Cl)ccc1O)c1ccc(NS(=O)(=O)c2cccs2)cc1	1.1	1%	6%	?	-9%	-1	5%	-25%	0%
COc1cccc2sc(N3CCN(C(=O)c4cccs4)CC3)nc12	1.6	-21%	-2%	-10%	-8%	-13	32%	13%	14%
O=C(NCCC1=CCCCC1)c1cc2ccccc2oc1=O	0.5	9%	2%	4%	-3%	-2	-4%	11%	-2%
C/C(=N\NC(=O)C(N)=O)c1ccc2c(c1)OCCO2	-2.6	-8%	14%	1%	-18%	0	7%	2%	-4%

Single records, as listed above.
Cn1nnnc1SCCNCc1ccccc1OCc1ccc(Cl)cc1 reads IL2 activator = -3.2; EPAC1 antagonist = 11%; EPAC1 agonist = 11%; WRN inhibitor = 6%; PLK1 PBD inh = -4%; PI5P4Ka inh = 20; FUS yeast rescue = 10%; Abeta yeast res = -38%; aSyn yeast inh = -7%
CN(Cc1ccccc1F)C(=O)c1ccc(NS(=O)(=O)c2ccc3[nH]c(=O)[nH]c3c2)cc1 reads IL2 activator = 0.3; EPAC1 antagonist = -13%; EPAC1 agonist = -5%; WRN inhibitor = -10%; PLK1 PBD inh = 0%; PI5P4Ka inh = 2; FUS yeast rescue = .; Abeta yeast res = 2%; aSyn yeast inh = -1%

(continued)
SMILES	IL2 activator	EPAC1 antagonist	EPAC1 agonist	WRN inhibitor	PLK1 PBD inh	PI5P4Ka inh	FUS yeast rescue	Abeta yeast res	aSyn yeast inh
CCSc1nnc(NC(=O)CSc2nnc(CNC(=O)c3ccccc3F)o2)s1	0.3	0%	-4%	-4%	2%	32	.	14%	0%
O=S(=O)(c1cccc2cccnc12)N1CCN(c2ccccn2)CC1	2.5	-16%	-3%	5%[57.1 µM]	-12%	-4	-4%	-15%	6%
O=C(C(NS(=O)(=O)c1cccc2nsnc12)c1ccccc1)N1CCN(c2ccccn2)CC1 (stereo not drawn)	-0.8	1%	-3%	-4%	-2%&-5%	-3	8%	7%	-1%
O=C(NCCc1c[nH]c2ccccc12)C(=O)Nc1cc2c3c(c1)CC(=O)N3CCC2	0.2	1%	?	1%	-3%	-16	22%	0%	5%
COc1cc(C(=O)N(Cc2ccc(C)o2)C2CCS(=O)(=O)C2)cc(OC)c1OC (stereo not drawn)	-0.4	0%	-8%	0%	2%	-4	-12%	13%	1%
O=C1CCCCC1Sc1nnc(Nc2ccccc2)s1 (stereo not drawn)	-2.4	-13%	2%	-9%	-1%	6	-35%	14%	2%
Cc1cc(NC(=O)c2cccc(COc3ccc(Br)cc3)c2)no1	-1.3	-17%	-29%	2%	-3%	0	-9%	3%	8%
Cc1cc(NC(=O)c2cccc(Br)c2)no1	4.0	-9%	10%	-7%	-3%	3	10%	1%	0%
COc1ccc(NS(=O)(=O)c2ccc(C)c(C(=O)N3CCC3)c2)cc1	-0.1	-3%	20%	-4%	-3%	-9	4%	0%	0%
CC(C)(C)OC(=O)Nc1ncnc2c1ncn2C1OC(CO)C2OC(C)(C)OC21 (stereo not drawn)	-0.8	?	7%	2%	-14%	5	-14%	-95%[inhibitor]	-5%
Cc1cc(NC(=S)N(Cc2ccc(Cl)cc2)Cc2ccc(C(=O)O)cc2)ccc1Cl	1.5	-13%	1%	-13%	30µM*	12	34%	-89%[inhibitor]	-67%[inhibitor]
Cc1nc(SCC(=O)N2CCNC2=O)c(C#N)c(C)c1C	-2.4	0%	0%	3%	-1%	-12	-8%	3%	-8%
Cc1ccc(S(=O)(=O)N2CCCCC2)cc1NC(=O)Cc1c[nH]c2ccccc12	1.1	17%	20%	?	6%	2	?	14%	2%
NC(=O)CCS(=O)(=O)c1ccc(Cl)cc1	-0.9	0%	9%	2%	-9%	-7	-5%	-13%	-7%
CC(=O)Nc1cccc(S(=O)(=O)N2CCCCCC2)c1	0.4	10%	1%	3%	-9%	2	1%	18%	0%
COc1ccc(CC(=O)OCC(=O)NC(=O)NC(C)C)cc1	-2.3	6%	-11%	19%	-1%	-6	16%	2%	-21%

Screening results deposited in PubChem by National Center for Advancing Translational Sciences (NCATS).
